# Assay outcomes (PubChem)
# LGR2 inh – Drosophila LGR2 receptor signaling inhibition; HEK293 LGR2, CRE-luciferase, bursicon-stimulated, 4 h; inhibition, % at 9.99 µM; actives 0.35% (n = 380,000); AID 720647;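 active = drop in luminescence signal, shown as inhibition above about 50% in the replicate tests, limit read from the data, passing the limit was not always enough; inconclusive = probably only some replicates passing the limit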;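 also: agonist challenge used bursicon conditioned medium at about half maximal strength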
# C2C12 statin – protects C2C12 myotubes from simvastatin toxicity; rescue of ATP level, % at 7.49 µM; ATP luminescence, 48 h; scaled: DMSO 0, geranylgeraniol control 100; AID 602340; actives 0.78% (n = 330,000);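 active = mean ATP rescue above about 67%, or every replicate alone reaching that limit, limit read from the data, passing the limit was not always enough; inconclusive = no clear call, values can overlap the other calls; inactive = mean under the limit and some replicate under it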;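 also: myotubes were challenged with 10 µM simvastatin during compound exposure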
# Cneo AK release – Cryptococcus neoformans lysis via adenylate kinase release | C. neoformans lysis, adenylate kinase release luminescence, 4 h; normalised: neutral wells 0, clomiphene wells 100 | lysis activity, % at 15 µM | actives 0.2% (n = 360,000) | AID 651654;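 active = mean lysis activity across replicates of at least 80%, whatever share of replicates individually reach that level; inactive = mean lysis activity below 80%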
#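 Material: C. neoformans cells | Amount: Yeast cell density of 5 × 10^6 cells/mL | Medium: Fresh YPD growth medium | Dosing: Single dose | Times: Static 4 h at 37 °C with compound, 1 h detection | Detection: AK luminescence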
# SIRT5 block – blocks human SIRT5 desuccinylation of peptide; Q9NXA8; actives 1.1% (n = 330,000); AID 652115; inhibition, % at 15 µM; Purified SirT5, succinyl-peptide AMC, trypsin-coupled fluorescence; in the data active = inhibition above about 15%; inconclusive = no clear call, values can overlap the other calls
# Target sequence (Q9NXA8 whole entry, looked up): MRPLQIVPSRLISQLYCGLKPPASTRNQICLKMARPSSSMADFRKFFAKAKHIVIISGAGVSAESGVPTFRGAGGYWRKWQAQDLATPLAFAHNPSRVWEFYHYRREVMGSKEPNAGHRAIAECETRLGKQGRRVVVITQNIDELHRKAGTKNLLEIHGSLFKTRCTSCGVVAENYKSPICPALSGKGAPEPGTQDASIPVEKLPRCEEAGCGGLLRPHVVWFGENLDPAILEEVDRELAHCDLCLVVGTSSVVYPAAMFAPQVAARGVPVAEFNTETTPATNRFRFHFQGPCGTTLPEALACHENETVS
# S100A4 MyoIIA – blocks human S100A4 binding to myosin IIA peptide; S100A4/TAMRA-MyoIIA peptide fluorescence polarization; actives 0.14% (n = 360,000); AID 652163; inhibition, % at 10.7 µM; P26447;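 active = mean inhibition of at least 70% across replicates, with every replicate also reaching that level; inconclusive = mean inhibition reaches 70% but some replicates fall short; inactive = mean inhibition below 70%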
# Target sequence (P26447 whole entry, looked up): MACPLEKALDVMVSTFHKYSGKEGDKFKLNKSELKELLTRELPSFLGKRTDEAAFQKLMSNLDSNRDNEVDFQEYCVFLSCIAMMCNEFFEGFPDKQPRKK
#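 Assay system: human S100A4 monomer with TAMRA-labelled myosin IIA peptide / Buffer or medium: Calcium-containing HEPES buffer, pH 7.2 / Reagent: TAMRA-labelled myosin IIA heavy-chain peptide probe, 5 nM / Compound: one dose per compound / Timing: polarization read 5 min after assay mix addition, stable 5–60 min / Benchmarks: neutral control DMSO, positive control TFP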
# XiGFP reactiv – activators of X-chromosome reactivation in mouse fibroblasts; XiGFP mouse fibroblasts, % GFP-positive cells imaging, 3 d; cells co-treated with 5-aza-dC sensitizer; scaled so ellipticine positive control = 100%; activation, % at 7.58 µM; actives 0.055% (n = 360,000);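 active = mean normalized replicate activation at least 10% and every replicate at or above 10%; inconclusive = only one of the two criteria met; inactive = mean below 10% and not all replicates reach 10%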;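 also: 0% = median of on-plate neutral control wells and 100% = ellipticine 6 µM median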
#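 Material: SV40-immortalized XiGFP fibroblast cells, line 68-5-11 | Buffer or medium: DMEM containing 5-aza-dC | Dosing: One concentration, pinned | Times: 3 d treatment, 15 min room-temperature fixation | Controls: Ellipticine 6 µM positive control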
# PGC1a acetyl inh – modulators of PGC1a acetylation; AID 651687; actives 0.17% (n = 350,000); inhibition, % at 15.6 µM; U2OS PGC1a acetylation, AlphaScreen anti-acetyl-lysine; with virally co-expressed GCN5 acetyltransferase;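 active = every replicate shows inhibition of at least 40%; inconclusive = mean inhibition at least 40% but some replicate below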;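 also: 0% = neutral control wells and 100% = positive control wells; some results beyond the cut were filed as inactive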
# ERAP1 inh – inhibitors of human ERAP1 aminopeptidase; recombinant ERAP1, Leu-AMC fluorescence, 60 min; inhibition, % at 10.7 µM; actives 0.15% (n = 340,000); AID 652197;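 active = mean replicate inhibition of at least 30%, or all replicates individually reaching that 30% level; inactive = mean below 30% and not every replicate reaching it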;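 also: 0% = neutral control wells and 100% = L-leucinethiol positive control wells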
# The depositor's hits bear a star; ? = inconclusive; nt = no result given.
SMILES,LGR2 inh,C2C12 statin,Cneo AK release,SIRT5 block,S100A4 MyoIIA,XiGFP reactiv,PGC1a acetyl inh,ERAP1 inh
C[C@@H]1CCCCO[C@H](CN(C)C(=O)C2CCCCC2)[C@H](C)CN([C@H](C)CO)C(=O)c2cc(NS(=O)(=O)c3ccccc3)ccc2O1,-10,89*,-1,7,-14,0.2,-7,-3
COc1cccc(C(=O)N2CCN(S(=O)(=O)Cc3ccccc3)CC2)c1,3,14,0,11,1,nt,11,1
COc1ccc2nc(SCC(=O)Nc3c(C)cccc3C)[nH]c2c1,9,nt,0,-1,-6,nt,-13,2
C[C@@H]1CN([C@@H](C)CO)C(=O)c2cc(NS(C)(=O)=O)ccc2O[C@@H]1CN(C)S(=O)(=O)c1cn(C)cn1,-7,-34,2,-10,9,0.0,-1,0
CSCCC(NC(=O)c1ccc(Cl)cc1Cl)C(=O)OCC(N)=O (configuration not stated),5,nt,nt,1,2,0.0,-13,nt
N#C/C(C(N)=O)=C1/SC(Cc2ccc(F)cc2)C(=O)N1c1ccccc1 (configuration not stated),9,nt,nt,-1,-7,0.1,2,-1
Cc1c(Cl)cccc1NC(=O)CNC(=O)Cc1n[nH]c(=O)c2ccccc12,-4,110*,-1,nt,-15,0.0,-3,-3
CCOC(=O)C1=C(C)NC(=O)NC1c1ccsc1 (configuration not stated),8,-1,4,-5,-4,nt,nt,1
O=C(C[C@@H]1CC[C@@H]2[C@H](COC[C@@H](O)CN2C(=O)c2ccncc2)O1)NC1Cc2ccccc2C1,-16,12,0,-5,-2,-0.1,0,4
O=C(COC(=O)Cc1ccccc1F)Nc1ccc2[nH]c(=O)[nH]c2c1,-9,nt,nt,4,-3,-0.8,nt,-1
Cc1cccc(-c2cnc3cccnn23)c1,-31,4,6,-3,-17,-0.1,-3,19
Cc1c(C(=O)NC2CCC(C)CC2)oc2ccccc12 (configuration not stated),-86,nt,0,-2,-28,0.6,1,3
O=C1c2ccccc2C(=O)N1CCCc1c[nH]c2ccccc12,-18,nt,-6,nt,nt,-0.1,-1,nt
CN1c2ccc(-c3ccc(F)cc3)cc2[C@@H]2[C@@H](CCN2C(=O)c2ccc(F)cc2)[C@H]1CO,4,nt,nt,-1,-8,0.0,-14,0
CCN1[C@@H]2c3ccc(-c4ccccc4OC)c(=O)n3C[C@H]1[C@H](CO)[C@H]2C(=O)NCc1ccccn1,14,17,-6,1,16,0.1,nt,2
COc1cccc(CN2CC3(C2)CN(C(=O)C2CC2)[C@H](CO)c2[nH]c4cc(OC)ccc4c23)c1,6,nt,nt,2,-11,0.0,-3,nt
NC(=S)N/N=C/c1c(O)c(Br)cc2oc3c(c12)CCCC3,-1,29,4,-4,0,0.3,13,-4
OC[C@@H]1[C@H](c2ccc(C#Cc3ccccc3)cc2)[C@@H]2CN(CC3CCOCC3)CCCCN12,6,nt,0,3,-5,0.1,-8,0
COCC(=O)Nc1ccc2c(c1)OC[C@@H](C)N(C(C)=O)C[C@@H](C)[C@H](OC)CN(C)C2=O,1,7,7,-3,4,0.3,nt,1
COc1cc(NC(=O)NCC2CCN(Cc3ccc(C)cc3)CC2)cc(OC)c1OC,13,5,2,-3,-3,0.0,6,-2
Cc1ccccc1NC(=S)c1nc2ccccc2[nH]1,nt,1,1,2,1,-0.2,2,5
CC1(C)OC(C)(C)C(=N/O)/C1=N\N,3,nt,nt,nt,-4,-0.2,nt,-4
C[C@@H]1CN([C@@H](C)CO)C(=O)c2cccc(NC(=O)NC3CCCCC3)c2O[C@H]1CN(C)S(=O)(=O)c1cccs1,-12,-2,-10,4,3,-1.2,-6,nt
O=C1OC[C@@H]2CCCN2C(=O)[C@@H](CC(=O)N(CCO)Cc2ccccc2)C/C=C\C[C@@H]1Cc1ccc(F)cc1,1,-12,-2,0,2,0.0,nt,9
C[C@H](CO)N1C[C@H](C)[C@H](CN(C)Cc2ccc(Oc3ccccc3)cc2)Oc2ccc(NC(=O)Cn3cnnn3)cc2C1=O,-2,37,-4,1,-33,0.3,-1,1

# As entered above.
# Cneo AK release result of `CCN1[C@@H]2c3ccc(-c4ccccc4OC)c(=O)n3C[C@H]1[C@H](CO)[C@H]2C(=O)NCc1ccccn1` stands at -6
# C2C12 statin result of `COc1cccc(C(=O)N2CCN(S(=O)(=O)Cc3ccccc3)CC2)c1` stands at 14

# Additional results
SMILES,LGR2 inh,C2C12 statin,Cneo AK release,SIRT5 block,S100A4 MyoIIA,XiGFP reactiv,PGC1a acetyl inh,ERAP1 inh
CCC(=O)Nc1ccc(C(=O)OCc2ccc(Cl)c(Cl)c2)cc1,-18,nt,nt,-7,-4,0.3,nt,5
COc1ccccc1CN(C)C[C@H]1OCc2cn(nn2)CCCC(=O)N([C@@H](C)CO)C[C@@H]1C,-4,-6,-1,2,-1,-0.5,-7,-5
O=C(COc1cccnc1[N+](=O)[O-])N1CCc2ccccc21,-2,2,0,4,4,0.4,6,0
c1ccc(CCCNCC2COc3ccccc3O2)cc1 (configuration not stated),-14,nt,nt,-2,-12,0.3,nt,1
O=C(CC[C@H]1O[C@@H](n2ccc(=O)[nH]c2=O)[C@H](O)[C@@H]1O)NCc1ccccc1,4,2,-2,-4,-3,0.2,-12,-1
CC(C)NC(=O)NCC[C@@H]1CC[C@@H](NC(=O)c2ccc(F)cc2)[C@H](CO)O1,3,7,39,0,6,0.8,-5,2
CCCCCCCN1CCC(=O)N(CCO)CC1,4,4,0,nt,0,0.0,3,-3
COc1cccc(CNC(=O)C2CCCN(S(=O)(=O)c3c(C)noc3/C=C/N(C)C)C2)c1 (configuration not stated),19,-5,-2,-2,-2,0.0,1,1
Cc1c(S(=O)(=O)Nc2cc(Cl)ccc2Cl)c(=O)n(C)c(=O)n1C,1,5,0,3,0,0.0,-1,6
O=C(N1CCN(c2ccccc2)CC1)C1(S(=O)(=O)c2ccc(Cl)cc2)CC1,2,-2,-2,-4,-3,0.2,-17,1
O=C(O)c1cc(N/N=C/c2c[nH]c3ccccc23)ccc1Cl,-19,32,0,0,-4,0.0,10,-51
Cc1ccc(S(=O)(=O)NN2C(=O)c3ccccc3NC2C)cc1 (configuration not stated),12,nt,nt,-3,-2,0.4,nt,14
N#Cc1ccc(CC(C(=O)O)N2Cc3ccccc3C2=O)cc1 (configuration not stated),-4,3,0,12,-2,0.1,1,0
O=C(NC1CC2CCCC(C1)N2Cc1ccccc1)c1ccc([N+](=O)[O-])cc1 (configuration not stated),-2,0,0,-2,1,0.0,4,-2
O=C(N/N=C/c1ccc(O)cc1)c1ccncc1,4,5,-1,1,-6,0.1,16,2
COc1ccc(NS(=O)(=O)c2cccc(C(=O)NCc3ccco3)c2)cc1,-4,8,1,-6,-2,0.0,nt,0
Cc1ccc(C(=O)OC(C)C(=O)Nc2ccc(S(N)(=O)=O)cc2)cc1S(=O)(=O)N1CCOCC1 (configuration not stated),-1,-1,1,0,-12,-0.1,nt,5
CC(C)(CNC(=O)C1CCCN1C(=O)c1cccs1)N1CCOCC1 (configuration not stated),-26,nt,nt,2,-2,0.0,nt,-3
COc1ccc(N(C)C(=O)c2onc3c2CCCC3)cc1,2,nt,nt,nt,-6,0.0,nt,6
CCCC(=O)Nc1nc2c(OC)ccc(OC)c2s1,-19,9,0,-2,-7,0.3,-11,4
O=C(CC(C(=O)N1CCc2ccccc21)n1ccnc1)NCc1ccccc1 (configuration not stated),10,-19,nt,-2,-1,nt,-3,-2
CCCCN(CC)CCNC(=O)c1ccc2c(Cl)c3c(nc2c1)CCC3,nt,-8,0,-2,-4,0.0,4,-3
NC(=O)/C(=C/c1ccc2c(c1)OCO2)NC(=O)c1ccco1,-8,nt,nt,-1,-17,0.4,6,0
COCC(=O)NC[C@@H]1[C@@H](c2ccc(-c3ccccc3)cc2)[C@@H](CO)N1C(C)=O,5,6,-1,1,-2,0.0,6,0
Cc1noc(C)c1S(=O)(=O)N(C)C[C@@H]1Oc2ccc(NC(=O)Nc3ccccc3)cc2CC(=O)N([C@@H](C)CO)C[C@H]1C,-4,-14,nt,nt,nt,0.1,-2,nt

# A different layout for part of the listing above:
SMILES	LGR2 inh	C2C12 statin	Cneo AK release	SIRT5 block	S100A4 MyoIIA	XiGFP reactiv	PGC1a acetyl inh	ERAP1 inh
C[C@@H]1CN([C@@H](C)CO)C(=O)c2cccc(NC(=O)NC3CCCCC3)c2O[C@H]1CN(C)S(=O)(=O)c1cccs1	-12	-2	-10	4	3	-1.2	-6	nt
c1ccc(CCCNCC2COc3ccccc3O2)cc1 (configuration not stated)	-14	nt	nt	-2	-12	0.3	nt	1

# New compounds follow
SMILES,LGR2 inh,C2C12 statin,Cneo AK release,SIRT5 block,S100A4 MyoIIA,XiGFP reactiv,PGC1a acetyl inh,ERAP1 inh
O=C(NCCN1CCCCC1)Nc1ccccc1F,-16,41,0,-1,-30,0.1,8,-6
COc1ccc(N2CCN(CC(=O)Nc3ccc(C)c(C)c3)CC2)cc1,4,-6,-1,-1,-1,0.0,8,1
CCCCNC(=O)c1cccc2c(=O)c(C)c(-c3ccccc3)oc12,16,nt,nt,0,2,0.5,nt,-3
C[C@@H]1CCCCO[C@@H](CN(C)CC2CC2)[C@H](C)CN([C@@H](C)CO)C(=O)c2cc(NS(=O)(=O)c3ccc(Cl)cc3)ccc2O1,nt,nt,1,3,-20,nt,0,-9
COc1ccc(NCc2nnc(SCC(=O)Nc3ccc(OC)cc3)n2C)cc1,8,10,-2,-1,-9,0.0,nt,5
CC(=O)n1cc(/C=N/NC(=O)c2ccc([N+](=O)[O-])cc2)c2ccccc21,-16,-11,-3,-1,-1,-0.1,-3,-2
N#CCC(=O)NN=C1CCCCCCCCCCC1,5,0,-1,1,-3,nt,-1,1
O=C(Nc1ccccc1)OCCNC(=O)c1cccc(Br)c1,5,-6,1,-1,-1,0.1,-11,4
C=CCn1c(=NC(=O)c2ccco2)sc2cc(C(=O)OCC)ccc21,-14,-15,-2,nt,nt,0.2,10,nt
COC(=O)c1c(NC(=O)C(=O)NCCCN2CCOCC2)sc2c1CC(C)(C)OC2,-1,-3,0,1,-1,0.0,4,-4
CC1CCN(C(=O)Cn2cc(SCC(=O)NCC3CCCO3)c3ccccc32)CC1 (configuration not stated),-18,nt,nt,2,0,0.0,nt,-4
CC1CCN(c2nnc(N)s2)CC1,-9,11,-1,nt,nt,nt,13,nt
C[C@H](CO)N1C[C@H](C)[C@@H](CN(C)Cc2cccnc2)Oc2cc(C#CC3CCCCC3)ccc2S1(=O)=O,-24,-46,-5,-7,0,0.5,?,0
O=C(C[C@@H]1CC[C@H](NC(=O)Nc2ccc3c(c2)OCO3)[C@@H](CO)O1)NCc1ccccc1,20,-3,-2,0,-16,0.3,-4,1
O=C(COC(=O)c1ccc([N+](=O)[O-])cc1)Nc1ccccc1C(=O)NC1CC1,0,-15,1,nt,1,0.0,16,-1
Cc1ccc2c(c1)-n1c(nc3ccccc3c1=O)C(CC(C)C)NC2=O (configuration not stated),4,nt,nt,-2,-9,0.0,nt,4
OC(c1ccc(Cl)c(Cl)c1)c1ncc(-c2ccc(Cl)cc2)[nH]1 (configuration not stated),19,-359,3,-1,-15,-0.1,3,0

# The list is partial, so the mix of outcomes need not match the whole.
